MsrA inh – bovine MsrA enzyme inhibitors, primary screen, biochemical, absorbance, HTS. purified bovine MsrA, absorbance read-out. inhibition, % at 15.5 µM. hit rate 0.75% among 360,000; in the data active = inhibition above about 4.5%;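 also: 0% = vehicle wells with enzyme and 100% = reference inhibitor wells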
Starred values were filed as active, the others as inactive.

#	MsrA inh	structure
1	-0.4	CCOC(=O)Cn1c2c(n(-c3ccc(F)cc3)c1=O)C=C(c1ccccc1)[C@@H](C)C(C(=O)N(C)C1CCCCC1)=C2
2	0.9	Cc1[nH]c2ccccc2c1CC(=O)Nc1ccc(Nc2cccnc2)c(-c2cccc(Cl)c2)c1
3	-0.6	COc1cccc(CNC(=O)[C@H]2CCCN2C(=O)[C@H]2CCCN2C(=O)c2cccc(F)c2)c1
4	1.3	COC(=O)c1cc2c(c3c4cc(F)ccc4n(S(=O)(=O)c4ccc(C)cc4)c13)C(=O)N(Cc1ccccc1)C2
5	1.2	Cc1ccc(S(=O)(=O)N2CCN(C(=O)Cn3nc(C(=O)O)c4ccccc4c3=O)CC2)cc1
6	-1.0	COCc1cc(N2CCN(C(=O)OC(C)(C)C)C[C@H]2C)ccc1N1CCN(Cc2ccccc2)[C@H](C)C1
7	0.8	CCOc1cc(NC(=S)NCCOC)c(OCC)cc1NC(=O)c1cccs1
8	0.4	C[C@@H]1NS(=O)(=O)c2c(F)cccc2O[C@@H]1c1ccccc1
9	-0.3	COC(=O)Cc1nnn2c1[C@H](C)[C@H](C(C)(C)C)OCC2
10	0.1	CCOC(=O)N1CCN(C(=O)C[C@H]2C[C@@]3(C(=O)OC)C(=C[C@H](C(C)(C)C)O[C@@H]3C)N(Cc3ccccc3)C2=O)CC1
11	1.1	CC(C)[C@@H](C)/C=C/[C@@H](C)[C@H]1CC[C@@H]2[C@]1(C)CCC1[C@]23C=C[C@]2(C[C@@H](O)CC[C@]12C)N(c1cnccn1)O3 (stereo partly specified)
12	0.6	CN(c1cccnc1)c1ccc(NC(=O)CCc2c[nH]c3ccccc23)cc1Br
13	-0.2	CSc1cccc(NC(=S)NN/C(=N/S(=O)(=O)c2ccccc2)N2CCCC2)c1
14	-0.4	N#Cc1ccc(S(=O)(=O)N2CCCc3nc(-c4ccc(F)cc4)ccc32)cc1
15	1.1	CCN=C1NC(c2cccc(F)c2)C(C(=O)OC)=C(C)N1Cc1ccccc1C(F)(F)F (stereo unspecified)

(cont.)
#	MsrA inh	structure
16	1.1	COC(=O)[C@]12C[C@H](CC(=O)NCCC(C)C)C(=O)N(Cc3ccccc3)C1=C[C@H](C1CCCC1)O[C@@H]2C
17	0.4	CC(=O)C1=C(C)N(Cc2ccc(F)cc2)C(=S)NC1c1ccc(Br)cc1 (stereo unspecified)
18	-0.9	CCOC(=O)CNC(=O)N(C)[C@H]1C[C@H]2c3[nH]c4c(-c5ccccc5)cccc4c3CCN2C(=O)[C@H]1[C@H](C)O
19	1.6	CCOc1cc(C(=O)N2CCc3cc(OC)c(OC)cc3C2)ccc1OC(F)F
20	-0.3	CCCCCCCCN1C(=O)[C@@H](CC(=O)NCC2CCCCC2)C[C@@]2(C(=O)OC)C1=C[C@H](C1CCCC1)O[C@@H]2C
21	0.0	CC(=Nc1ccc(Cl)cc1N)c1c(O)cc(C)oc1=O
22	1.1	COC(=O)c1cc2c(c3c4cc(OC)ccc4n(S(=O)(=O)c4cccc(C)c4)c13)C(=O)N(Cc1ccc(C(F)(F)F)cc1)C2
23	3.2	Cc1cc(C)nc(N/N=C/C2=C(O)CC(c3ccccc3)CC2=O)n1 (stereo unspecified)
24	-2.2	COc1ccc(N2C(=O)c3n[nH]c(C)c3C2c2ccccc2)cc1 (stereo unspecified)
25	0.5	COc1ccc(-c2ccc3c(n2)CCCN3S(=O)(=O)c2ccc(C(F)(F)F)cc2)cc1
26	1.1	O=C(Nc1ccc(Cl)cc1)Nc1ccc(Cl)c(Cl)c1
27	0.8	CON(Cc1ccccc1)S(=O)(=O)c1ccccc1Br
28	-0.3	O=C1c2ccccc2C(=O)C1C1=Nc2ccccc2NC(c2ccccc2)C1 (stereo unspecified)
29	0.6	COCCN1Cc2cc(C(=O)OC)c3c(c2C1=O)c1cc(OC)ccc1n3S(=O)(=O)c1ccc(C)cc1
30	0.9	O=[N+]([O-])c1ccc(CN2[C@H](COCc3ccccc3)C=CS2(=O)=O)cc1

The listing continues:
#	MsrA inh	structure
31	1.0	O=C1NC(Cc2ccc(O)cc2)c2nc3ccccc3c(=O)n2-c2cc(Cl)ccc21 (stereo unspecified)
32	1.0	COC(=O)C1=C(C)N(Cc2ccc(Br)cc2)C(=S)NC1c1cccc(F)c1 (stereo unspecified)
33	3.3	C[n+]1c(-c2ccc(C=NNC(=O)c3ccc(C(=O)NN=Cc4ccc(-c5cn6ccccc6[n+]5C)cc4)cc3)cc2)cn2ccccc21
34	0.4	COC(=O)[C@]12C[C@H](CC(=O)NCc3cccc4ccccc34)C(=O)N(CCC3=CCCCC3)C1=C[C@H](COCc1ccccc1)O[C@@H]2C
35	1.9	O=C(NCc1ccco1)C1CCCN(S(=O)(=O)c2cccc3nonc23)C1 (stereo unspecified)
36	1.0	O=C(CCc1ccccc1)Oc1ccccc1[N+](=O)[O-]
37	-0.1	Cc1cc(O)cc(=O)n1-c1cccc(Br)c1
38	0.1	Cc1ccc(C2CC(C(F)(F)F)n3nc(C(=O)NCC4CCCO4)cc3N2)cc1 (stereo unspecified)
39	2.1	C[N+]1(CC(=O)NNc2c3ccccc3nc3ccccc23)CCOCC1
40	0.0	O=S(=O)(c1ccc(C(F)(F)F)cc1)N1CCCc2nc(-c3ccc(Br)cc3)ccc21
41	-0.2	COC(=O)C1=C(C)N(C)C(=NCc2ccccc2)NC1c1cccc(Cl)c1 (stereo unspecified)
42	1.2	O=C(N/N=C/c1cccs1)c1cccc(NC(=O)c2ccc(Cl)cc2)c1
43	0.6	C#CCNC(=O)C[C@H]1C[C@@]2(C(=O)OC)C(=C[C@H](C(C)(C)C)O[C@@H]2C)N(Cc2ccc3c(c2)OCO3)C1=O
44	1.8	CC(OC(=O)c1ccc2ncsc2c1)C(=O)N1CCCC1 (stereo unspecified)
45	-0.8	COc1ccccc1NC(=O)OC[C@@H]1CSCCS(=O)(=O)N1

The listing continues:
#	MsrA inh	structure
46	3.5	COc1ccc(C2CC(=O)C(c3ccc(C)cc3)=CN2Cc2ccccc2)cc1 (stereo unspecified)
47	0.7	Cc1ccc(CNC(=O)C2c3ccccc3C(=O)N(C)C2c2c[nH]c3ccccc23)o1 (stereo unspecified)
48	0.2	Nc1ccn([C@@H]2O[C@H](C(=O)N[C@H](Cc3ccccc3)C(=O)N3CCN(C(=O)N4CCCCC4)CC3)[C@@H](O)[C@H]2O)c(=O)n1
49	0.5	COC(=O)c1cc2c(c3c4cc(C)ccc4n(S(=O)(=O)c4cccc(C)c4)c13)C(=O)N(Cc1ccc(C(F)(F)F)cc1)C2
50	0.6	COCc1[nH]nc2c1C(c1cccc(C(F)(F)F)c1)NC2=O (stereo unspecified)
51	-0.5	C=CCN=C1NC(c2ccccc2)C(C(=O)OC)=C(C)N1Cc1ccccc1C(F)(F)F (stereo unspecified)
52	1.9	CN(N=Cc1ccc2c(c1)OCO2)C(=O)c1ccccc1N
53	-0.5	CC(c1ccc(Cl)cc1)N(CCN(C)C)c1ccccn1 (stereo unspecified)
54	0.9	Oc1ccccc1C=NC(N=Cc1ccccc1O)c1ccccc1O (stereo unspecified)
55	-1.1	COC(=O)C1=C(C)N(Cc2ccccc2C(F)(F)F)C(=NCc2ccc(C(F)(F)F)cc2)NC1c1ccc(C(F)(F)F)cc1 (stereo unspecified)
56	-0.2	COC(=O)[C@]12C[C@H](CC(=O)NCc3ccc(C)o3)C(=O)N(CCC3=CCCCC3)C1=C[C@H](COCc1ccccc1)O[C@@H]2C
57	-1.4	CC1=C(C(=O)OCc2ccccc2)C(c2ccccc2OS(=O)(=O)c2ccc(C)cc2)NC(=O)N1CCCC(=O)O (stereo unspecified)
58	0.0	N#C/C(=C\c1ccc(-c2cccc([N+](=O)[O-])c2)o1)c1nnc(N2CCOCC2)n1-c1ccccc1
59	-0.4	O=C1CSC(c2cccs2)N1c1nncs1 (stereo unspecified)
60	-0.7	CN1OC[C@@H]2CN(Cc3ccc4c(c3)OCO4)[C@H](c3ccc(-n4ccnc4)cc3)C[C@@H]21

Carrying on:
#	MsrA inh	structure
61	-0.6	COC(=O)C1=C(C)N(Cc2ccc(C(F)(F)F)cc2)C(=NCc2ccccc2)NC1c1ccc(C(F)(F)F)cc1 (stereo unspecified)
62	-0.8	CCOC(=O)N1CCN(C(=O)C[C@H]2C[C@@]3(C(=O)OC)C(=C[C@H](C(C)C)O[C@@H]3C3CC3)N(Cc3ccccc3)C2=O)CC1
63	0.0	O=C(NCc1ccccc1)[C@H]1CCCN1C(=O)[C@H]1CCCN1C(=O)c1cccc2ccccc12
64	-0.2	CCCCc1c(-c2ccccc2OC)ncn1Cc1c(F)cccc1F
65	0.7	Cc1ccc2nc(-c3ccco3)c(Cc3ccccc3C(F)(F)F)n2c1
66	0.5	O=C(N[C@@H](Cc1cccnc1)C(=O)N1CCC[C@H]1C(=O)NCCc1ccccc1Cl)c1cccs1
67	-2.0	O=C(CC1Sc2ncnn2C1=O)Nc1ccc(Cl)cc1 (stereo unspecified)
68	0.1	CCc1ccc(C2=CC(=O)CC(C)(C)C2=O)cc1
69	-0.7	Cc1cccc(C)c1OCc1nnc(SCC(=O)O)n1-c1c(C)cccc1C
70	-0.1	CCOC(=O)CN1C(=O)[C@]2(OCCC=C[C@H]2C)c2c(Br)cccc21
71	-0.8	COC(=O)c1ccc(C23CC4(C2)[C@H](CN(Cc2cccnc2)[C@@H]4c2ccccc2)C3c2ccc(C(F)(F)F)cc2)cc1 (stereo partly specified)
72	-0.9	O=C(CNC(=O)c1cccs1)NCCN1CCC(Cc2ccccc2)CC1
73	0.6	CN1CCCCC(NC(=O)c2cccs2)C1=O (stereo unspecified)
74	1.5	COc1ccc(C(=O)NCC2CCN(C(=O)C(=O)c3cc4ccccc4o3)CC2)cc1
75	1.0	CCCCCCCCN1C(=O)[C@@H](CC(=O)NCC23CC4CC(CC(C4)C2)C3)C[C@@]2(C(=O)OC)C1=C[C@H](C1CCCC1)O[C@@H]2C

Later entries:
#	MsrA inh	structure
76	-0.6	O=C(C(=O)N1CCN(S(=O)(=O)c2ccc(C(F)(F)F)cc2)CC1)c1cccc(C(F)(F)F)c1
77	0.2	COC(=O)Cc1nnn2c1[C@H](C)[C@H](c1ccccc1[N+](=O)[O-])OCC2
78	-1.3	CCCCCCCCCCC(=O)Nc1cccnc1
79	0.7	CC(=O)N1C[C@@H](CO)[C@@H](N(C)C(=O)C(C)(C)C)C[C@H]1c1ccccc1Br
80	1.5	NC(=O)c1ncn2c(=O)n(CCCl)nnc12
81	-0.5	COC(=O)Cc1nnn2c1[C@H](C)[C@@H](OC)c1cccc(Cl)c1-2
82	2.8	CCOC(=O)N1CCN(Cc2cc(Cl)c3cccnc3c2O)CC1
83	0.4	CCCCN1CC(COCc2ccccc2)Oc2cccc(NCc3cc(OC)c(OC)c(OC)c3)c2S1(=O)=O (stereo unspecified)
84	-0.9	Cc1ccc2nc(NCC(N)=O)nc(-c3ccccc3)c2c1
85	0.7	O=C(N[C@H](C(=O)N1CCC[C@H]1C(=O)NC1CCCC1)c1ccccc1)C1CCCC1
86	-1.1	CCOC(=O)C1CSCCS(=O)(=O)N1Cc1cccc(Cl)c1 (stereo unspecified)
87	1.1	O=C(CCCc1ccccc1)NCc1ccccc1
88	-0.4	C=CCNc1cccc2c1S(=O)(=O)N[C@@H](C)CO2
89	0.2	Cc1ccc(C2c3c(n[nH]c3C)C(=O)N2c2ccccc2)cc1 (stereo unspecified)
90	0.0	CC1=C(C(=O)Nc2ccccc2)C(c2ccc(C)o2)N2C(=O)CSC2=N1 (stereo unspecified)

Among those listed so far, these have a Cl atom:
#	MsrA inh	structure
2	0.9	Cc1[nH]c2ccccc2c1CC(=O)Nc1ccc(Nc2cccnc2)c(-c2cccc(Cl)c2)c1
21	0.0	CC(=Nc1ccc(Cl)cc1N)c1c(O)cc(C)oc1=O
26	1.1	O=C(Nc1ccc(Cl)cc1)Nc1ccc(Cl)c(Cl)c1
31	1.0	O=C1NC(Cc2ccc(O)cc2)c2nc3ccccc3c(=O)n2-c2cc(Cl)ccc21 (stereo unspecified)
41	-0.2	COC(=O)C1=C(C)N(C)C(=NCc2ccccc2)NC1c1cccc(Cl)c1 (stereo unspecified)
42	1.2	O=C(N/N=C/c1cccs1)c1cccc(NC(=O)c2ccc(Cl)cc2)c1
53	-0.5	CC(c1ccc(Cl)cc1)N(CCN(C)C)c1ccccn1 (stereo unspecified)
66	0.5	O=C(N[C@@H](Cc1cccnc1)C(=O)N1CCC[C@H]1C(=O)NCCc1ccccc1Cl)c1cccs1
67	-2.0	O=C(CC1Sc2ncnn2C1=O)Nc1ccc(Cl)cc1 (stereo unspecified)
80	1.5	NC(=O)c1ncn2c(=O)n(CCCl)nnc12
81	-0.5	COC(=O)Cc1nnn2c1[C@H](C)[C@@H](OC)c1cccc(Cl)c1-2
82	2.8	CCOC(=O)N1CCN(Cc2cc(Cl)c3cccnc3c2O)CC1
86	-1.1	CCOC(=O)C1CSCCS(=O)(=O)N1Cc1cccc(Cl)c1 (stereo unspecified)

Compound activity deposited in PubChem by The Scripps Research Institute Molecular Screening Center.

Only part of the results is shown. The share of hits here may be higher or lower than overall.
